Screens as filed in PubChem BioAssay.
All columns: NCI-60 one-dose screen, growth in % after 48 h at 10 µM unless noted; 100 = growth as untreated, 0 = no growth, -100 = all killed.
RPMI-8226: RPMI-8226 leukemia cells. actives 7.5% (n = 77,000). AID 1794781
MOLT-4: MOLT-4 leukemia cells; actives 6.9% (n = 80,000); AID 1794779
SR: SR leukemia cells | actives 8.7% (n = 73,000)
MDA-MB-435: MDA-MB-435 melanoma. actives 7.8% (n = 82,000)
MDA-MB-231: MDA-MB-231 breast cancer. actives 5% (n = 81,000). AID 1794789
CCRF-CEM: CCRF-CEM leukemia; actives 7% (n = 77,000)
K-562: K-562 leukemia; actives 7.4% (n = 78,000)
MDA-MB-468: MDA-MB-468 breast cancer; actives 8.5% (n = 78,000)
* = called active by the depositor; x = no result given; & = joins results of further samples. How the source made its calls: active means growth percent below 10; inactive means the rest.

SMILES	RPMI-8226	MOLT-4	SR	MDA-MB-435	MDA-MB-231	CCRF-CEM	K-562	MDA-MB-468
CC(=O)OC1Oc2ccccc2-c2oc3nc(=N)n(C)c-3cc21 (configuration not stated)	x	x	x	122	112	77	95	x
NC(=O)c1cc(Cl)ccc1O	96	108	102	108	106	90	101	91
N#C/C(=C\c1ccc(N2CCCCC2)cc1)C(=O)Nc1sc2c(c1C#N)CCCC2	94	99	94	99	96	102	94	114
C[C@H]1[C@H]2C3=CC[C@@H]4[C@@]5(C)CCC(=O)NC(C)(C)[C@@H]5CC[C@@]4(C)[C@]3(C)CC[C@@]2(C(N)=O)CC[C@@H]1C	87	72	68	100	87	87	87	62
O=C(CN1CCCCC1)Sc1nnc2sc3ccccc3n12	108	98	100	111	97	104	100	97
CC(=O)NCCCN1c2nc3ccccc3cc2Sc2cc3ccccc3nc21	97	79	80	100	66	85	92	x
O=C(CSc1nnc(-c2ccc(-c3nc4ccc(Cl)cc4[nH]3)cc2)o1)Nc1ccc(C(=O)/C=C/c2ccccc2)cc1	61	94	93	103	96	88	99	101
Cc1ccc2nc(-c3c(-c4ccc(F)cc4)nc4sccn34)[nH]c2c1	91	89	93	93	100	88	105	x
CC1=C(C#N)C2=NNCC(c3ccccc3)=NN2C(c2ccccc2)=C1	110	114	96	106	105	110	110	124
Cc1cccc(C[C@H](NC(=O)Nc2ccc(Cl)cc2F)C(=O)N[C@@H]2C(=O)N3C[C@H](O)C[C@H]3C(=O)N3CCCC[C@H]3C(=O)N[C@@H](C)C(=O)N3C[C@H](C)C[C@H]3C(=O)O[C@H]2C)c1	6.4*	15	11	-5.2*	-33*	31	13	-7.9*
CC(=O)/C(=C\n1c(=S)[nH]c2ccccc21)C(=O)Nc1ccccc1	92	97	83	104	77	101	105	95
Cc1cc(C(=O)Nc2ncnc3nc[nH]c23)no1	95	92	90	102	105	86	87	96
Cc1ccc(S(=O)(=O)NC(=O)n2ccc3c(Cl)ccnc32)cc1	117	102	100	105	109	100	96	109
O=c1sc2ccccc2n1CCCl	106	95	91	102	113	100	93	107
O=C1c2cccc(O)c2C(=O)c2c(O)cccc21	x	x	x	101	94	86	89	90
O=c1[nH]c2c3cccnc3cc(-c3cccc(Cl)c3)c2c2ncccc12	101	76	31	84	53	75	78	83
Cc1cc(O)c(C2=NN(c3ccc(S(N)(=O)=O)cc3)C(c3cccc(O)c3)C2)cc1Cl (configuration not stated)	69	73	92	80	80	77	80	92
O=C(O)c1ccc(-n2cc(CSc3nc4ccccc4c(=O)n3-c3ccccc3)nn2)cc1	105	110	x	104	106	106	121	110
C#CCC1(c2cccs2)NS(=O)(=O)c2ccccc21 (configuration not stated)	109	89	103	101	98	95	95	101
CSc1nc(=S)c2nc(SC)n(-c3ccccc3)c2[nH]1	91	107	104	103	105	82	99	91
O=C(Nc1cc(C(F)(F)F)cc(C(F)(F)F)c1)N1CCN(c2cc(-c3cn(-c4ccccc4)nc3-c3cccc(O)c3)ccn2)CC1	51	66	78	93	93	81	60	54
CCN(CC)CCCC(C)Nc1ccnc(/C=C/c2ccc(Cl)cc2)c1 (configuration not stated)	-26*	13	-19*	-53*	-28*	6.4*	0.3*	-85*
COc1ccc(-c2nc(Nc3ccccc3S(N)(=O)=O)c3ccccc3n2)cc1	15	21	23	34	-34*	64	34	-13*
Nc1ccn(C2OC(F)(CO)C(O)C2F)c(=O)n1 (configuration not stated)	106	19	90	53	93	25	69	76
COc1ccc(C2Nc3nc(SC)n(C)c(=O)c3N=C3c4ccccc4C(=O)C32)cc1 (configuration not stated)	68	68	67	99	84	84	59	77

As a short view, part of the list above:
SMILES	RPMI-8226	MOLT-4	SR	MDA-MB-435	MDA-MB-231	CCRF-CEM	K-562	MDA-MB-468
CC(=O)OC1Oc2ccccc2-c2oc3nc(=N)n(C)c-3cc21 (configuration not stated)	x	x	x	122	112	77	95	x
NC(=O)c1cc(Cl)ccc1O	96	108	102	108	106	90	101	91

Further entries
SMILES	RPMI-8226	MOLT-4	SR	MDA-MB-435	MDA-MB-231	CCRF-CEM	K-562	MDA-MB-468
O=C(NCCNC(=O)c1cccnc1)c1cccnc1	101	96	99	113	105	x	92	106
O=C(Nc1ccc(Cl)cc1)OCCN(CCOC(=O)Nc1ccc(Cl)cc1)Cc1ccccc1	45	39	49	77	71	58	43	61
COC(=O)c1ccc(O)c(Cl)c1	109	100	107	98	119	106	99	86
CS(=O)(=O)c1ccc(-c2nc3ccccn3c2/C=N/NC(N)=O)cc1	102	111	94	104	104	105	98	98
Cc1c(C)c(C(=O)O)c(C)c(C)c1C(=O)O	101	105	x	108	111	104	100	125
Cn1c(=O)c2[nH]c(CCc3nc4c([nH]3)c(=O)n(C)c(=O)n4C)nc2n(C)c1=O	100	111	92	103	97	111	105	107
CCOC(=O)C1=C(C)NC(C)=C(C(=O)OCC)C1	99&93	101&134	105&101	98&95	117&93	56&87	110&127	87&98
O=c1[nH]c(NCCO)nc2sc3c(c12)CCCC3	111	104	97	96	90	126	104	84
O=S(=O)(Nc1nnc(-c2ccccc2)s1)c1ccccc1	92	104	97	102	122	96	109	103
Cn1cnc2c(N3CCN(C(=O)c4cc5ccccc5[nH]4)CC3)nc(Cl)nc21	51	61	51	75	53	78	40	30
c1cc2c3c(c1)CCC3CCC2 (configuration not stated)	98	102	105	106	110	x	105	98
COc1ccc(Nc2nccc(N3CCN(c4c5ccc(Cl)cc5nc5ccc(OC)cc45)CC3)n2)cc1	29	-2.3*	21	56	61	4.1*	25	32
CCOC(=O)C(CN(C)Cc1cc(Cl)cc(Cl)c1O)C(=O)OCC	100	96	96	104	103	102	93	98
O=C1CC(c2ccccc2)(c2ccccc2)c2ccccc21	x	97	90	101	91	85	87	84
Cc1ccc2c(c1)C(=O)N(N(C)C)CC(=O)N2	102	104	103	110	107	116	85	94
CN(C)CCCNc1nc(=O)n(Cc2ccc(F)cc2)c(=O)n1Cc1ccc(F)cc1	103	99	89	108	109	100	100	104
CC(=O)c1ccc(NC(=O)NCn2c(=O)[nH]c3ccccc3c2=O)cc1	88	x	x	100	95	92	x	92
COc1cc(-c2cc(-c3ccccc3)nc(Nc3nc4ccccc4[nH]3)n2)cc(OC)c1OC	93	87	80	105	106	96	113	106
COc1cc2c(O)n(CCCN3CCOCC3)c3c4cnc5cccc(c(=O)c3c2cc1OC)c54	15	12	20	47	49	15	41	47
Cc1c2c(cc3c1[nH]c1ccccc13)C=NCC2	87	83	64	95	90	76	62	80
CCCCCCOC(=O)Nc1ccc(OCC)cc1	98	90	103	99	111	100	98	102
Cc1ccc(Nc2cc(=S)nc(N)[nH]2)cc1Cl	90	90	60	93	88	92	99	83
Cn1cc2c(c1-c1ccccc1)CCc1cnoc1-2	85	82	109	114	105	87	96	96
OCC(O)C(O)C(O)C(O)C(SCc1ccccc1)SCc1ccccc1 (configuration not stated)	101&94	107&101	107	108&102	123&99	95&92	100&103	97&118
Cc1nc2n[nH]c(N)c2nc1C	106	x	x	107	120	101	x	100

Arranged by heavy-atom count (largest number first): part of the list above
SMILES	RPMI-8226	MOLT-4	SR	MDA-MB-435	MDA-MB-231	CCRF-CEM	K-562	MDA-MB-468
COc1ccc(Nc2nccc(N3CCN(c4c5ccc(Cl)cc5nc5ccc(OC)cc45)CC3)n2)cc1	29	-2.3*	21	56	61	4.1*	25	32
COc1cc2c(O)n(CCCN3CCOCC3)c3c4cnc5cccc(c(=O)c3c2cc1OC)c54	15	12	20	47	49	15	41	47
O=C(Nc1ccc(Cl)cc1)OCCN(CCOC(=O)Nc1ccc(Cl)cc1)Cc1ccccc1	45	39	49	77	71	58	43	61
CN(C)CCCNc1nc(=O)n(Cc2ccc(F)cc2)c(=O)n1Cc1ccc(F)cc1	103	99	89	108	109	100	100	104
Cn1cnc2c(N3CCN(C(=O)c4cc5ccccc5[nH]4)CC3)nc(Cl)nc21	51	61	51	75	53	78	40	30
OCC(O)C(O)C(O)C(O)C(SCc1ccccc1)SCc1ccccc1 (configuration not stated)	101&94	107&101	107	108&102	123&99	95&92	100&103	97&118
CC(=O)c1ccc(NC(=O)NCn2c(=O)[nH]c3ccccc3c2=O)cc1	88	x	x	100	95	92	x	92
CS(=O)(=O)c1ccc(-c2nc3ccccn3c2/C=N/NC(N)=O)cc1	102	111	94	104	104	105	98	98
CCOC(=O)C(CN(C)Cc1cc(Cl)cc(Cl)c1O)C(=O)OCC	100	96	96	104	103	102	93	98
O=C1CC(c2ccccc2)(c2ccccc2)c2ccccc21	x	97	90	101	91	85	87	84
O=S(=O)(Nc1nnc(-c2ccccc2)s1)c1ccccc1	92	104	97	102	122	96	109	103
O=C(NCCNC(=O)c1cccnc1)c1cccnc1	101	96	99	113	105	x	92	106
Cn1cc2c(c1-c1ccccc1)CCc1cnoc1-2	85	82	109	114	105	87	96	96
O=c1[nH]c(NCCO)nc2sc3c(c12)CCCC3	111	104	97	96	90	126	104	84
Cc1ccc(Nc2cc(=S)nc(N)[nH]2)cc1Cl	90	90	60	93	88	92	99	83
Cc1c(C)c(C(=O)O)c(C)c(C)c1C(=O)O	101	105	x	108	111	104	100	125
c1cc2c3c(c1)CCC3CCC2 (configuration not stated)	98	102	105	106	110	x	105	98

Next section.
SMILES	RPMI-8226	MOLT-4	SR	MDA-MB-435	MDA-MB-231	CCRF-CEM	K-562	MDA-MB-468
Cc1nc2ccccc2n1C(=O)CC1C(=O)NC(=S)NC1=O	115	104	x	103	103	112	113	94
COC(=O)[C@]12CC[C@@H](C)[C@H](C)[C@@H]1C1=CC[C@@H]3[C@@]4(C)C(C=O)=C[C@@](C)(COC(C)=O)[C@@H]4C(=O)C[C@@]3(C)[C@]1(C)CC2	26	x	48	51	47	44	24	34
CCOC(=O)C1CSC(C)(C(=O)OCC)N1 (configuration not stated)	96	93	97	103	107	103	103	105
CC(C(O)c1cc2c(c3ccccc13)CCCC2)N1CCOCC1 (configuration not stated)	103	80	75	91	85	104	95	88
Cc1cccc2sc(/N=C(\N)C(Br)Br)nc12	2.2*	2.6*	-24*	12	6.2*	1.8*	4.4*	-34*
OCCN1CN(c2ccccc2)C(=S)N(c2ccccc2)C1	99	91	x	95	102	95	106	99
CC(=O)NC1=CC2C(O)c3ccccc3N3C(=O)CO[C@]23C=C1 (some centres not stated)	84	105	105	113	101	87	103	104
CN(C)c1ccc(C(=O)c2ccc(N(C)C)c(N)c2)cc1N	60	24	7.9*	-32*	56	36	21	-21*
O=C(/C(=C/c1ccccc1)CBr)c1ccccc1	17	-3.2*	-0.7*	64	58	-4.3*	9.7*	-10*
c1cn2ccnc2c(-c2ccc3ncn(C4CCCCC4)c3c2)n1	100	101	83	107	99	103	96	105
COc1ccc(-c2nc3ccccc3c(=O)n2-c2ccc(NS(=O)(=O)C3C(=O)ON=[N+]3c3ccc(C)cc3)cc2)cc1 (configuration not stated)	102	129	x	104	85	99	129	105
O=C1NC(=Nc2cccc(C(F)(F)F)c2)S/C1=C\c1cccs1	64	93	87	105	87	90	84	105
C/C(=N\NC(=O)c1ccncc1)c1cc(Cl)ccc1Cl	94	97	x	116	116	102	95	107
COc1ccc(/C=C/C(=O)c2ccc(Nc3ncnc4ccccc34)cc2)cc1OC	-11*	48	17	7.8*	72	50	x	61
CC(C)(O)CN(C(=O)c1ccc([N+](=O)[O-])cc1)C1CCCC1	99	102	103	99	98	97	98	90
COc1ccccc1C(CNc1oc(-c2cccs2)nc1C#N)N(C)C (configuration not stated)	101	90	90	102	106	91	81	99
N#C/C(=C/N1C(=O)/C(=C/c2ccc([N+](=O)[O-])cc2)SC1=S)c1nc2ccccc2s1	67	79	74	99	74	84	77	84
O=S(=O)(c1cc(Br)ccc1O)c1cc(Br)ccc1O	53	92	80	83	x	87	69	70
CC(C)C(NC(=O)C1(NC(=O)OCc2ccccc2)CCCC1)C(=O)O (configuration not stated)	111	96	x	109	105	104	92	112
CCOC(=O)/C(=C/O)c1c[nH]c2ccccc12	88	78	83	112	110	81	94	98
Nc1nc(N)c2[nH]c(N=Nc3ccc(N(CCO)CCO)cc3)nc2n1	102	109	108	99	108	105	117	93
COc1cc2c(cc1O)CC[C@@H]1[C@@H]2CC[C@]2(C)[C@@H](OCCCN(C)C)CC[C@@H]12	-33*	-21*	-36*	-62*	-70*	-7.2*	x	-59*
